procasp3 activ: activates human procaspase-3; activation, % at 8.5 µM; recombinant procaspase-3 D3A, Ac-DEVD-pNA absorbance 405 nm; P42574; 330,000 compounds, 0.11% hits;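 active means activation above the mean of all tested compounds plus 3 SD, cut at about 21% in these data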;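 further: 0% = DMSO alone and 100% = DMSO wells spiked with extra 5 µM PC-3 D3A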
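Test system: Procaspase-3 D3A mutant, all three cleavage aspartates alanine | Dosing: Single dose, 8.5 µM nominal compound, 0.8% DMSO | Schedule: 1 h preincubation, 2 h reaction | Technique: 405 nm absorbance of p-nitroaniline, reads at 0 and 120 min | Repeats: One well per compound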
TPT1 inhibitor: blocks Candida albicans tRNA 2'-phosphotransferase; AID 1962; inhibition, % at 5 µM; recombinant caTPT1, FP RNA substrate dephosphorylation; 300,000 compounds, 0.81% hits;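 active means inhibition above the mean of all tested compounds plus 3 SD, set per screening campaign, cut at about 24% in these data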;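 further: plate controls were DMSO alone for no effect and ferristatin control at 100 nM for full effect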
PP1 counter: counter-screen for PP5 inhibitors: inhibitors of human PP1-alpha; P62136; purified PP1alpha, OMFP fluorescence; inhibition, % at 6.7 µM; 320,000 compounds, 0.9% hits; AID 2235;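 active means inhibition above the mean inhibition of all tested compounds plus 3 SD, computed separately for each screening campaign, cut at about 15% in these data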
Target sequence (P62136 whole entry, looked up): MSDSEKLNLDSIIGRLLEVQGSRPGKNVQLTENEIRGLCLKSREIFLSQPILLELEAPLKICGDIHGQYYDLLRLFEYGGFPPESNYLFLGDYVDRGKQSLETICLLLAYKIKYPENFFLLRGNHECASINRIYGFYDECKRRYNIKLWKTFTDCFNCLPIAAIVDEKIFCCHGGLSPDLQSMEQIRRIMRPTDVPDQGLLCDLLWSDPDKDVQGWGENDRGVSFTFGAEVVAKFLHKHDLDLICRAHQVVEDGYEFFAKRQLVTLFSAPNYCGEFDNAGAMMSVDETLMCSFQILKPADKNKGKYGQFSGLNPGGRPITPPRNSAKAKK
Fh CTSL1 inh: blocks F. hepatica cathepsin L1 in PFM18AAP counter-screen | inhibition, % at 5.96 µM | 300,000 compounds, 0.49% hits | recombinant F. hepatica cathepsin L1, Z-Leu-Arg-MCA fluorescence;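 active means inhibition above the mean of all tested compounds plus 3 SD, set per screening campaign, cut at about 17% in these data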;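 further: 0% = plate median of test compound wells and 100% = 1 µM Z-Phe-Ala-diazomethylketone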
proCasp7 act: counter-screen for procaspase-3 activators: activators of human procaspase-7. P55210. recombinant procaspase-7, Ac-DEVD-pNA absorbance 405 nm; D23A/D198A/D206A triple mutant, cannot self-cleave; scale: DMSO 0, 5 µM enzyme 100. activation, % at 8.5 µM. 330,000 compounds, 0.093% hits. AID 463210;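 active means percent activation above the screen-wide mean plus 3 SD, cut at about 25% in these data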
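Detection: p-Nitroaniline absorbance at 405 nm, read at 0 and 120 min; system: Uncleavable procaspase-7 mutant enzyme; evaluation: % activation from two-timepoint absorbance difference, scaled to controls; times: 1 h enzyme–compound preincubation and 2 h substrate reaction, both 25 °C; buffer or medium: Zinc-free HEPES pH 7.4 with 300 mM NaCl, 0.01% Triton X-100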
HCV core dimer: blocks dimerization of HCV core protein; TR-FRET GST/Flag-core106 dimerization, 1536-well; inhibition, % at 5 µM; 300,000 compounds, 0.33% hits; AID 1899;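 active means inhibition above the mean of all tested compounds plus 3 SD, set per screening campaign, cut at about 45% in these data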
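Test system: GST/Flag-tagged HCV core106 proteins; Medium: KF-containing HEPES buffer, pH 7.45, DTT, CHAPS, BSA; Times: compound-protein-antibody incubation 4 h at 22.5 °C; Detection: TR-FRET 671 and 617 nm emission; Benchmarks: wells lacking GST-core106 and wells with excess unlabelled core106.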
AHR activator: activators of human aryl hydrocarbon receptor; AHR-responsive luciferase reporter cells, luminescence; activation, % at 5 µM; 320,000 compounds, 2.5% hits; AID 2796; in the data active means activation above about 47%;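 further: 0% = vehicle wells and 100% = reference agonist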
PAFAH2 FP inh: inhibitors of human PAFAH2 | Q99487 | AID 492956 | recombinant PAFAH2, FP-rhodamine activity probe, fluorescence polarization | inhibition, % at 3.39 µM | 340,000 compounds, 0.99% hits;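 active means inhibition above the mean over all tested compounds plus 3 SD, cut at about 30% in these data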;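 further: inhibitors block probe labeling of enzyme so polarization drops; 0% = enzyme with DMSO and 100% = wells lacking PAFAH2 protein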
PP5 inh: inhibitors of human protein phosphatase 5 (PP5). P53041. purified PP5c, OMFP substrate fluorescence. inhibition, % at 6.7 µM. 320,000 compounds, 0.18% hits. AID 1987;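 active means inhibition above the campaign's mean inhibition across all tested compounds plus 3 SD, cut at about 9.5% in these data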;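 further: 0% = DMSO only and 100% = 100 µM cantharidin control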
Target sequence (P53041 whole entry, looked up): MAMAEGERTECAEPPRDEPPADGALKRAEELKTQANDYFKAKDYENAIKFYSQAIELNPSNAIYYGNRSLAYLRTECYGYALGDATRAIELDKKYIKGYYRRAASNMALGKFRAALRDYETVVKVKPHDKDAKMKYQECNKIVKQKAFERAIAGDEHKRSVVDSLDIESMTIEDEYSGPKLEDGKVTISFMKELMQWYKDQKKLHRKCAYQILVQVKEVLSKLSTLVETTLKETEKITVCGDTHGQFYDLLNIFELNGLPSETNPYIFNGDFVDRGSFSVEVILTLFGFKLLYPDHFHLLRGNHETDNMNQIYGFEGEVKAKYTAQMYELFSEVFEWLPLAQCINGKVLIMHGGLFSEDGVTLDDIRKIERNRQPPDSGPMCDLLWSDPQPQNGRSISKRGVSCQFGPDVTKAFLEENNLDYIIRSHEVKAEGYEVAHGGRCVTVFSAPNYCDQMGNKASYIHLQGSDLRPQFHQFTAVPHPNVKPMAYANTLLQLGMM
Starred values were filed as active, the others as inactive; x = no result given.

SMILES	procasp3 activ	TPT1 inhibitor	PP1 counter	Fh CTSL1 inh	proCasp7 act	HCV core dimer	AHR activator	PAFAH2 FP inh	PP5 inh
CCCn1c(-c2nonc2N)nc2ccccc21	-5	2	2	-3	-7	1	1	3	0.7
COCCN(C(=O)COC(=O)CSc1ccc2ccccc2c1)c1c(N)n(Cc2ccccc2)c(=O)[nH]c1=O	18	0	0	-9	3	5	6	3	-0.7
C[C@H]1CCC(=O)N([C@H](CSc2ccccc2)Cc2ccccc2)CC1	3	0	5	2	0	-3	3	5	5.3
CC1=C(C(N)=O)C(c2cccnc2)n2nc(SCc3ccccc3Cl)nc2N1 (stereo not given)	-3	3	-1	-4	3	3	0	5	1.2
CC(CN1CCCCC1)OC(=O)c1ccccc1Cl (stereo not given)	2	5	-5	3	5	-3	-1	3	-1.7
CCN(c1ccc(OC)cc1)S(=O)(=O)c1nnc(NC(=O)c2ccccc2Cl)s1	11	0	2	-4	0	8	0	-10	2.3
CCCCc1nn(-c2cc(Cl)ccc2OC)c2c1C(=O)CCC2	5	2	-2	3	1	-5	-2	1	-0.1
CC(=O)N1CCc2cc(NC(=O)c3ccc(C)cc3)ccc21	9	2	-4	-2	6	-2	-13	5	3.5
O=[N+]([O-])c1ccc(Oc2ccc(S(=O)(=O)N3CCOCC3)cc2)cc1	-4	-2	-1	-3	-4	3	0	0	1.6
CCOc1ccc(N(CC(=O)N2CCN(c3ccccc3F)CC2)S(=O)(=O)c2c(C)noc2C)cc1	-1	-2	-2	3	-2	1	2	-5	0.9
S=C(NCc1ccco1)N1CCC(c2nc3ccccc3o2)CC1	0	-1	-1	1	-4	-2	1	-1	3.0
CCC1Nc2ncnc(N3CCN(c4ccccn4)CC3)c2N(Cc2ccc(Cl)cc2)C1=O (stereo not given)	4	1	3	3	14	5	9	6	0.1
CSc1c(SCc2ccccc2)cnn(-c2ccccc2)c1=O	1	-4	4	4	-4	-81	12	0	4.2
Cc1ccsc1C(=O)OCC(=O)N1CCOCC1	8	-4	7	0	-6	-6	-1	7	-4.1
CCc1cccc(NC(=O)CCC(=O)N2CCSc3ccccc32)c1	-1	-6	-4	-1	-2	-3	2	-8	2.4
COCCOC(=O)C1=C(C)NC(=O)NC1c1c(OC)ncnc1OC (stereo not given)	4	2	0	-2	5	-4	0	-2	2.2
CCOC(=O)c1c(C)[nH]c(C)c1C(=O)CN1C(=O)NC2(CCC(C)CC2)C1=O (stereo not given)	11	-1	-1	-3	3	-1	-1	2	1.9
COC(=O)c1ccc(=O)n(Cc2ccco2)c1	2	0	-7	-4	-1	2	-1	-13	0.4
C=C(C)c1cccc(C(C)(C)NC(=O)N2CCN(C/C=C/c3ccccc3)CC2)c1	9	-2	-3	-1	7	3	0	-1	2.2
Cc1ccc(N2CC(C(=O)N3CCC4(CC3)CC(=O)c3ccccc3O4)CC2=O)cc1 (stereo not given)	3	-1	2	-4	-6	-7	0	-5	2.5

Some of these compounds in order of length of the SMILES, descending:
SMILES	procasp3 activ	TPT1 inhibitor	PP1 counter	Fh CTSL1 inh	proCasp7 act	HCV core dimer	AHR activator	PAFAH2 FP inh	PP5 inh
C[C@H]1CCC(=O)N([C@H](CSc2ccccc2)Cc2ccccc2)CC1	3	0	5	2	0	-3	3	5	5.3
CSc1c(SCc2ccccc2)cnn(-c2ccccc2)c1=O	1	-4	4	4	-4	-81	12	0	4.2
COC(=O)c1ccc(=O)n(Cc2ccco2)c1	2	0	-7	-4	-1	2	-1	-13	0.4

4 of the entries above in order of the HCV core dimer value, rising:
compound | procasp3 activ | TPT1 inhibitor | HCV core dimer | AHR activator | PAFAH2 FP inh | PP5 inh
CCCCc1nn(-c2cc(Cl)ccc2OC)c2c1C(=O)CCC2 | 5 | 2 | -5 | -2 | 1 | -0.1
CCc1cccc(NC(=O)CCC(=O)N2CCSc3ccccc32)c1 | -1 | -6 | -3 | 2 | -8 | 2.4
C=C(C)c1cccc(C(C)(C)NC(=O)N2CCN(C/C=C/c3ccccc3)CC2)c1 | 9 | -2 | 3 | 0 | -1 | 2.2
CCC1Nc2ncnc(N3CCN(c4ccccn4)CC3)c2N(Cc2ccc(Cl)cc2)C1=O (stereo not given) | 4 | 1 | 5 | 9 | 6 | 0.1

(next part)
SMILES	procasp3 activ	TPT1 inhibitor	PP1 counter	Fh CTSL1 inh	proCasp7 act	HCV core dimer	AHR activator	PAFAH2 FP inh	PP5 inh
CCOC(=O)C1=C(C)NC2=C(C(=O)C(C(=O)OCC)C(c3cccc(OC)c3)C2)C1c1ccccn1 (stereo not given)	-3	-7	4	2	-5	3	1	7	0.7
COCCCNC(=O)c1cccn2c(=O)c3cc4ccccc4cc3nc12	0	3	-4	-1	-14	4	92*	1	2.9
CCOCCc1c(O)nc(SC)[nH]c1=O	-2	-2	2	1	0	-10	2	3	1.5
Cc1ccc(S(=O)(=O)c2nnn3c2nc(N2CCN(c4ccccn4)CC2)c2ccccc23)cc1C	8	-2	0	-3	13	6	-4	1	1.3
CCOc1ccccc1C(=O)N(Cc1ccco1)C1CCS(=O)(=O)C1 (stereo not given)	3	-1	-7	1	-13	-5	2	3	-0.4
COc1c(C)cc(Br)cc1C(=O)Nc1ccccc1N1CCN(C(=O)c2ccccc2)CC1	5	-3	-4	2	5	16	0	-5	-1.0
Cc1cccc2cc3c(NC(=O)CC(C)C)nn(C)c3nc12	-2	-1	-2	0	10	-6	37	-14	-1.0
Cc1sc2nc3c(SC(C)C(=O)O)cc(C(=O)c4ccccc4O)cn3c(=O)c2c1C (stereo not given)	1	11	7	3	-4	18	9	0	0.5
O=C(O)c1c(-c2ccccc2)nnc2ccccc12	1	-3	0	-1	1	-10	4	-3	-0.2
Cc1cc(C)n(-c2nnc(N3CCN(c4ccc(F)cc4)CC3)nn2)n1	3	-2	1	4	5	2	3	5	-1.5
COc1cc(/C=C2/NC(=O)NC2=O)ccc1OCC(=O)Nc1ccc(F)cc1	0	-2	10	4	-6	-15	-2	1	2.8
CCOC(=O)CSc1ncnc2c1c(-c1ccccc1)cn2-c1ccc(OC)cc1	9	3	-2	3	-3	8	2	-2	-1.5
O=C(CN(CCO)c1ccccc1)Nc1cccc(S(=O)(=O)N2CCCC2)c1	2	-1	2	6	5	8	3	-2	1.9
CC(=O)NS(=O)(=O)c1ccc(NC(=O)[C@@H]2CCCN2S(=O)(=O)c2ccc(Cl)cc2)cc1	12	x	x	x	4	x	0	0	x
CCN(C(=O)C(C)OC(=O)c1nn(-c2ccccc2C(F)(F)F)cc1O)c1ccccc1 (stereo not given)	7	x	x	x	2	x	0	18	x
COc1ccc(N(CC(=O)NN=C2CCCC2)S(=O)(=O)c2ccccc2)cc1Cl	1	2	-3	2	7	9	2	-4	0.6
O=C(c1ccccc1)N1CCN(C(=O)c2cc3ccccc3o2)CC1	-5	-5	-2	3	5	4	0	0	-1.1
O=C1NCCN1Cc1ccc(Cl)cc1	-1	1	-2	-1	8	0	-1	2	1.6
O=C(O)CCCCCN1C(=O)/C(=C/c2ccncc2)SC1=S	-1	2	-7	-3	-13	-10	-3	5	1.4
COc1cc(OC)cc(C(=O)NNC(=S)Nc2ccc(S(N)(=O)=O)cc2)c1	4	-2	-4	-1	-2	-5	4	1	3.0
CNC(=O)C1CC(=O)N(CCCc2ccccc2)C(=Nc2ccccc2)S1 (stereo not given)	3	-3	0	-3	6	-4	-2	0	2.6
CCOC(=O)C(=O)NCC(c1cccs1)S(=O)(=O)c1ccc(Cl)cc1 (stereo not given)	13	6	8	8	8	0	2	6	3.0
O=C(CSc1nnc(CNC(=O)c2c(F)cccc2Cl)o1)NC1CCCC1	0	-3	1	2	-9	-4	-2	-1	0.5
Cc1nonc1OCCn1nnnc1N	7	6	-4	-4	8	-3	-1	-3	-1.1
CC(C)(C)c1ccc(C(=O)NCC2CCCN2S(=O)(=O)c2ccccc2)cc1 (stereo not given)	1	3	2	7	-6	2	1	1	4.0
CCNC(=S)NNC(=O)c1ccccc1OC(F)F	-1	1	-2	-2	-3	-4	0	-8	2.8
COC(=O)Cn1cc(C(=O)C(F)(F)F)c2ccccc21	1	1	-5	1	3	-2	-1	-7	0.3
CCOC(=O)c1ccc2c(c1)C(=O)N(C1CCCCC1)C2=O	2	-2	-2	0	3	-4	0	4	1.1
Clc1ccc(SCCn2cncn2)cc1	1	-3	-1	1	-2	-1	2	-2	-0.4
Cc1cc(CNC(=O)Cc2ccccc2)c2ccccc2n1	0	1	-3	-2	6	4	3	7	-2.4
O=C(N[C@H]1C/C=C\C[C@@H](CC(=O)N(CCO)Cc2ccccc2)C(=O)N2CCC[C@@H]2COC1=O)OCC1c2ccccc2-c2ccccc21	-1	x	x	x	3	x	2	9	x
O=C(NCc1ccco1)c1csc2c1CCCC2	-7	-2	-1	-3	-5	-1	-1	x	5.0
COc1cc(C(=S)N2CCCC2)cc(Cl)c1OCC(=O)Nc1ccc(C)cc1C	-3	-2	4	-4	-19	24	4	0	5.6
CCc1ccc(C2CC(c3ccc(C)cc3)Nc3nc(N)nn32)cc1 (stereo not given)	-1	-5	-6	2	-18	10	6	3	-2.4
COc1cccc(NC(=O)N2CCCC(C(=O)NC3CCCCC3C)C2)c1 (stereo not given)	1	4	0	0	0	-4	2	3	-0.7
O=C(Cc1ccccc1)NCC(=O)OCC(=O)c1ccc(Cl)cc1	0	-2	2	-24	0	-2	-1	-3	1.6
CCN(C(=O)CCCC(=O)N(CC)c1ccccc1)c1ccccc1	0	-2	0	0	-3	-9	-4	1	2.6

Grouped by structure, those above containing a CF3 group (2)
SMILES	procasp3 activ	TPT1 inhibitor	PP1 counter	Fh CTSL1 inh	proCasp7 act	HCV core dimer	AHR activator	PAFAH2 FP inh	PP5 inh
CCN(C(=O)C(C)OC(=O)c1nn(-c2ccccc2C(F)(F)F)cc1O)c1ccccc1 (stereo not given)	7	x	x	x	2	x	0	18	x
COC(=O)Cn1cc(C(=O)C(F)(F)F)c2ccccc21	1	1	-5	1	3	-2	-1	-7	0.3

Source: PubChem BioAssay (The Scripps Research Institute Molecular Screening Center)
